Compound activity as filed in PubChem.
TRHR PAM: TRH receptor (human) allosteric enhancement; P34981; enhancement, % at 2 µM; actives 0.66% (n = 360,000); TRHR cells, fluo-8 calcium fluorescence, EC20 TRH enhancement; in the data active means enhancement above about 30%; further: 0% is about no effect
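Enhancer read-out: after compound pinning and an initial kinetic agonist-mode read, an EC20 of TRH (10 nM final) was injected and fluo-8 calcium signal (Ex 480/Em 530) followed at 1 s/cycle for 100 cycles in TRHR-expressing cells.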
Apoferritin bind: candidate novel general anesthetic via apoferritin binding | actives 0.074% (n = 350,000) | Potency, µM (series often up to 77.5 µM), for the others: top-dose activity change, negative = displacement, most hits filed as inhibitors | apoferritin/1-aminoanthracene competitive binding, fluorescence | P02791 | AID 485281; further: potency means the concentration at half of the fitted maximal effect; on the % scale 0 is the no-effect control and ±100 the full control effect; nearly all actives have a fitted effect of over 20% in size
Target sequence (P02791 2-175 limits assumed): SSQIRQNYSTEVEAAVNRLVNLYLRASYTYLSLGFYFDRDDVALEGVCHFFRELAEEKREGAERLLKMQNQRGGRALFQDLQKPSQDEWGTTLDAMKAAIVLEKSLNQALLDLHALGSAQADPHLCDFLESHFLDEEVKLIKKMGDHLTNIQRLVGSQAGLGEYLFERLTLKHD
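Probe: 1-aminoanthracene (50% saturated, PBS). Protein: horse-spleen apoferritin, 10 uM. Incubation: 10 min, room temperature. Detection: 380 nm excitation, 535 nm emission. Analysis: normalized response, four-parameter Hill.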
D1 potentiator: human D1 dopamine receptor positive modulation; P21728; HEK293 TREx D1 cells, calcium flux, dopamine EC20 potentiation; potentiation, % at 10 µM; actives 0.036% (n = 360,000); AID 504651; in the data active means potentiation above about 30%; further: 0% is about no effect
RXFP1 antagonist: antagonists of human relaxin receptor RXFP1. Q9HBX9. AID 1259400. activity change, negative = inhibition, % at 57.5 µM. actives 0.59% (n = 350,000). HEK293-RXFP1, relaxin-stimulated cAMP HTRF, 30 min; hits give low values;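 active means activity change of -60% or lower, but not beyond a set lower limit; inconclusive means change between -60% and -40%, or beyond the set limit; inactive means change above -40%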; further: on the % scale 0 is the no-effect control and ±100 the full control effect
Target sequence (Q9HBX9 whole entry, looked up): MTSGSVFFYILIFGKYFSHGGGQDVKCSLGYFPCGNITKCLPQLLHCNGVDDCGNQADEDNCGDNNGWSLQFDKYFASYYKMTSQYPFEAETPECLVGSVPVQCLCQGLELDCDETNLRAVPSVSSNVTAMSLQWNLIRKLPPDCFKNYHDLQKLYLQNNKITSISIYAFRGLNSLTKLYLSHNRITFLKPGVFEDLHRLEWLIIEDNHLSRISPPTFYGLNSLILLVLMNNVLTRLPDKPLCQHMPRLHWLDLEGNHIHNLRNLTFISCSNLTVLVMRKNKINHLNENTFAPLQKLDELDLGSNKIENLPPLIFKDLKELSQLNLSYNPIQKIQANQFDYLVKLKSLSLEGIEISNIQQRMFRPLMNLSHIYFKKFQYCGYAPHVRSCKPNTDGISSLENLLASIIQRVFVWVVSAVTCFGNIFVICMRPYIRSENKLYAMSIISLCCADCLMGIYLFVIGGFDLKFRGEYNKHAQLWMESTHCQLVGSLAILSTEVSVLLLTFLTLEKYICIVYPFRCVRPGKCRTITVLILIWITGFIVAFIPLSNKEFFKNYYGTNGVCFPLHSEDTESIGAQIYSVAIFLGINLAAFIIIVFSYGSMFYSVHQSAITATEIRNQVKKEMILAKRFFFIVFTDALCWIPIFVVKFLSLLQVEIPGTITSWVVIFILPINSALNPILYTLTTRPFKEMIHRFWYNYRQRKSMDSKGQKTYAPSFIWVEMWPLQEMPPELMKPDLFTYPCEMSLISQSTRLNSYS
D1 antagonist: antagonists of human D1 dopamine receptor | P21728 | HEK293 TREx D1 cells, calcium flux, dopamine EC80; hits give low values | activity change, negative = inhibition, % at 10 µM | actives 3.2% (n = 360,000); in the data active means activity change below about -30%; further: on the % scale 0 is the no-effect control and ±100 the full control effect
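Antagonism measured as reduced calcium response to an EC80 dopamine addition following 180 s compound pre-read; cells were inducible HEK293 Trex D1 plated overnight at 30 C, read kinetically at 1 cycle/sec.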
D2 PAM: positive allosteric modulators of human D2 dopamine receptor; AID 485347; potentiation, % at 10 µM; HEK293 T-REx D2, calcium flux, EC20 dopamine potentiation; actives 0.34% (n = 340,000);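 active means potentiation over 3 SD above the plate norm, cut at about 30% in these data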; further: 0% is about no effect
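Tetracycline-induced Hek293 Trex D2 cells, force-coupled to calcium, loaded with no-wash calcium dye. Compound added with 180 s kinetic read for agonism, then EC20 dopamine and a further 180 s read for potentiation.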
RXFP1 agonist: activates the human relaxin receptor RXFP1; HEK293T-RXFP1 cAMP TR-FRET, 30 min; response scale: percent of porcine relaxin response, buffer zero; Potency, µM (highest dose often 57.5 µM), inactives show at the top dose activation, actives largely listed as activators; actives 0.3% (n = 370,000); Q9HBX9; further: potency means the concentration at half of the fitted maximal effect; on the % scale 0 is the no-effect control and ±100 the full control effect; nearly all actives have a fitted effect of over 60% in size; many of its hits are not listed in these tables
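HEK293 cells stably expressing RXFP1, treated 30 min at 37C with compounds plus PDE4 inhibitor Ro 20174; cAMP measured by HTRF TR-FRET. Normalized to buffer and 29 nM porcine relaxin; EC50 by Hill fit.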
D1 ag: agonists of human D1 dopamine receptor; P21728; HEK293 T-REx D1 cells, calcium flux, agonist mode; AID 504660; actives 1% (n = 360,000); activation, % at 2 µM; in the data active means activation above about 30%; further: 0% is about no effect
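Agonism was scored from calcium flux recorded over 180 s (1 read/s) after pintool compound addition, following a 10-cycle baseline. Cells were inducible force-coupled HEK293 TREx D1, plated overnight at 30 C and loaded with no-wash calcium dye.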
TRHR agonist: TRH receptor (human) agonism | P34981 | TRHR cells, calcium flux fluo-8, FDSS agonist mode | activation, % at 2 µM | actives 0.18% (n = 360,000); in the data active means activation above about 30%; further: 0% is about no effect
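In this calcium-flux screen, cells bearing human TRHR are dye-loaded with fluo-8, baselined for 10 cycles, then exposed to library compounds; positive kinetic calcium responses during the agonist phase mark hits, with TRH as control.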
Numbers without * were called inactive; ? = inconclusive; / = not tested or not shown; [ ] = dose if it differs, or a comment. Unless noted, the call rests on the fitted dose curve; in most records, active means well fitted curve in the direction sought with a large enough effect; inconclusive means small, poorly fitted or top-dose-only effect, or another doubt; inactive means no such curve, though single readings can be large; an effect the other way counts as inactive or inconclusive. Some of the compounds tested, so the mix of outcomes need not match the whole.

SMILES	TRHR PAM	Apoferritin bind	D1 potentiator	RXFP1 antagonist	D1 antagonist	D2 PAM	RXFP1 agonist	D1 ag	TRHR agonist
COc1cc(C=O)c(-c2c(C=O)cc(OC)c3c2OCO3)c2c1OCO2	1.0	-17.3%	-0.1	5.0	-9.6	-4.8	-0.8%	9.2	-0.6
Cc1cccc(C(=O)N/N=C/c2ccc(OCC(=O)N3CCCCC3)cc2)c1	-1.9	-18.9%	-2.8	2.8	20.5	-11.0	4.5%	4.6	-0.3
CCOC(=O)c1ccc2[nH]cc(C(C)=O)c(=O)c2c1	-15.0	10.3%	-0.1	1.9	-9.9	4.9	1.3%	1.1	19.7
COCc1ccc(C(=O)N2CCCC(C(=O)c3cc(F)ccc3F)C2)s1 (centres undefined)	-6.9	-4.1%	-4.5	-8.1	-14.4	-1.6	8.0%	1.4	-0.2
COc1ccc(NC(=O)c2ccc(COc3ccccc3)o2)c(OC)c1	-1.4	-9.1%	-12.9	-3.7	-30.9*	1.3	-0.2%	5.6	-0.7
O=C(Cc1ccccc1[N+](=O)[O-])OCN1C(=O)c2ccccc2C1=O	-0.5	-7.6%	-9.8	-4.3	-10.8	/	0.5%	3.6	0.4
O=C(Cc1cccs1)N1CCN=C1SCc1ccccc1F	2.5	-13.5%	-5.2	-14.3	-36.3*	-15.6	0.8%	0.3	-0.1
Nc1nc(SCC(=O)N2CCCCC2)[nH]c(=O)c1NC(=O)c1cccs1	-8.0	3.8%	2.1	-24.7	5.0	-9.4	0.0%	0.1	0.2
Cc1ccc(-n2nnnc2SCC(=O)NCC2(N3CCOCC3)CCCCC2)c(C)c1	-14.0	/	-2.6	-10.7	3.5	9.9	-0.1%	0.0	-0.8
COC(=O)c1ccc(COC(=O)c2c(C)nn(Cc3ccccc3Cl)c2Cl)o1	-9.2	3.0%	-6.2	-4.4	7.8	-0.6	0.7%	12.0	0.0
Cc1ccc(N(CC(=O)NCC2CCCO2)C(=O)CCC(=O)Nc2nccs2)cc1C (centres undefined)	6.4	-5.5%	14.0	-4.3	5.7	4.9	-1.6%	-0.9	-1.4
O=C(CN(c1ccc(F)cc1)S(=O)(=O)c1ccccc1)Nc1ccccc1C(=O)O	3.3	-0.4%	3.7	1.5	7.1	5.0	0.5%	1.1	0.0
C#CCOCCOCCOCCNc1nc(OC)nc(N2CCN(C(=O)[C@H](CCCCN)n3cc(C(N)CO)nn3)CC2)n1 (some centres undefined)	-1.3	6.7%	6.0	/	21.5	2.4	-2.6%	-0.7	-0.1
CCCc1nc2oc3ccccc3c(=O)c2c(=O)n1-c1ccc(C)cc1	-3.0	-9.6%	1.2	-9.2	6.3	-9.1	-3.9%	36.6*	12.3
O=C(c1cccc(Cl)c1)N1CCN(S(=O)(=O)c2ccc(Cl)s2)CC1	-6.0	/	-14.6	-0.6	8.6	-0.7	1.1%	1.0	-0.4
CC(=O)c1ccc(NC(=O)COC(=O)c2ccccc2Sc2ccccc2C#N)cc1	-3.4	-2.6%	-2.2	-8.6	2.2	0.0	0.2%	16.3	-0.5
CC(C)Cn1c(-c2cccnc2)nc2c1c(=O)[nH]c(=O)n2CC(C)C	-2.3	-5.9%	-7.1	-5.2	-8.6	21.8	-2.1%	-0.3	0.8
Cc1cccc(C(=O)OCC(=O)c2ccc(CC(=O)N3CCOCC3)s2)c1C	3.8	/	-9.4	-3.5	-2.6	6.4	2.3%	11.2	0.3
CCc1ccc(NC(=O)CSc2nc(CSc3ccc(C)cc3)cc(=O)[nH]2)cc1	-2.7	4.5%	-6.0	-11.7	-3.7	6.1	2.7%	2.0	-0.1
O=C(c1cccc(S(=O)(=O)N2CCCCC2)c1)N1CCc2ccccc21	-2.2	0.8%	-2.2	10.7	-1.8	-8.2	-0.7%	4.7	-0.4
COc1ccc(S(=O)(=O)N(c2onc(C)c2Cl)S(=O)(=O)c2ccc(OC)c(OC)c2)cc1OC	-1.5	-1.3%	-3.8	11.7	5.7	-1.4	6.7%	3.1	0.0
Cc1ccc(C2CCN(C(=O)Nc3ccc(C)c(C)c3)C2)cc1 (centres undefined)	5.2	-21.4%	-3.4	-11.8	-21.3	7.4	-0.3%	1.7	-1.2
COc1ccc2c(c1)c(CC(=O)NCc1cc([N+](=O)[O-])ccc1O)c(C)n2C(=O)c1ccc(Cl)cc1	-5.9	-14.6%	-7.2	-84.1*	-9.0	9.1	4.8%	4.5	-0.8
O=S(=O)(NCCc1ccccn1)c1ccc(-c2ccccn2)s1	-5.0	-8.1%	-3.1	3.5	-1.0	-4.6	0.2%	3.7	0.6
COC(=O)C1C(c2ccccc2)C(C(=O)N2CCN(C)CC2)C1c1ccccc1 (centres undefined)	-5.5	-14.6%	-5.5	7.6	-27.9	1.0	1.0%	1.6	-0.1
O=[N+]([O-])c1cccc(CSC2=NCCN2S(=O)(=O)c2ccccc2)c1	2.6	-14.0%	-3.4	3.4	-20.6	12.3	-2.9%	23.9	0.2
COc1ccc(OC)c(NC(=O)Nc2ccc3c(c2)CCC3)c1	-2.6	0.1%	-6.4	-5.9	-49.5*	-33.4	-3.1%	1.0	-0.7
O=C(Cn1ncc2ccc(Cl)cc21)NCc1ccc(F)cc1	3.7	40.8%	0.1	0.1	-9.4	4.1	2.1%	-2.2	-0.2
O=C(CS(=O)CC(=O)Nc1cccc2c1CCCC2)Nc1ccc(F)cc1 (centres undefined)	0.5	-17.8%	-0.1	-17.4	4.1	-5.2	-1.8%	3.4	-0.6
Cc1ccc(S(=O)(=O)CC(=O)N(CCCN(C)C)c2nc3ccc(C)cc3s2)cc1	-0.9	/	-6.5	-39.9	10.9	/	0.6%	-0.1	-0.5

Record cards (already shown). Values in the order: TRHR PAM, Apoferritin bind, D1 potentiator, RXFP1 antagonist, D1 antagonist, D2 PAM, RXFP1 agonist, D1 ag, TRHR agonist
O=C(Cc1cccs1)N1CCN=C1SCc1ccccc1F as listed: 2.5, -13.5%, -5.2, -14.3, -36.3*, -15.6, 0.8%, 0.3, -0.1
Cc1cccc(C(=O)OCC(=O)c2ccc(CC(=O)N3CCOCC3)s2)c1C as listed: 3.8, /, -9.4, -3.5, -2.6, 6.4, 2.3%, 11.2, 0.3
O=C(Cc1ccccc1[N+](=O)[O-])OCN1C(=O)c2ccccc2C1=O as listed: -0.5, -7.6%, -9.8, -4.3, -10.8, /, 0.5%, 3.6, 0.4
COc1ccc(S(=O)(=O)N(c2onc(C)c2Cl)S(=O)(=O)c2ccc(OC)c(OC)c2)cc1OC as listed: -1.5, -1.3%, -3.8, 11.7, 5.7, -1.4, 6.7%, 3.1, 0.0
COc1ccc(NC(=O)c2ccc(COc3ccccc3)o2)c(OC)c1 as listed: -1.4, -9.1%, -12.9, -3.7, -30.9*, 1.3, -0.2%, 5.6, -0.7

(list continues)
SMILES	TRHR PAM	Apoferritin bind	D1 potentiator	RXFP1 antagonist	D1 antagonist	D2 PAM	RXFP1 agonist	D1 ag	TRHR agonist
COc1cccc(/C=C/C(=O)OCC(=O)Nc2cccc(S(=O)(=O)N3CCOCC3)c2)c1OC	-0.4	?	1.2	-2.8	-5.9	-1.9	3.7%	4.1	0.1
O=C(CSCc1ccccc1)NC1CCSC1=O (centres undefined)	7.9	-12.1%	-12.1	4.3	-0.4	-0.9	0.4%	3.0	0.4
COC(=O)N/N=C\c1ccc(OC/C=C/c2ccccc2)cc1	-4.7	-16.8%	-3.5	2.5	-22.8	-0.7	2.9%	6.8	0.1
NNC(=O)c1sccc1OCc1ccc(Cl)cc1Cl	-1.6	?	-5.5	-13.8	-31.9*	-1.8	2.0%	10.4	-0.1
Cc1ccc(OCC(O)Cn2c(N)nc3c2c(=O)n(C)c(=O)n3C)cc1 (centres undefined)	-3.9	-3.8%	-0.1	13.3	5.5	-4.7	12.1%	2.9	0.4
Cc1ccc(CN2CCSc3ccc(C(=O)NCC4CCCO4)cc32)cc1 (centres undefined)	-7.1	90.1%[activator]	-1.9	?	-1.1	2.0	4.6%	1.1	1.7
CC(c1ccccc1)n1cc(C(=O)NCCCn2ccnc2)nn1 (centres undefined)	4.1	11.2%	-5.0	-4.0	0.6	8.6	-0.9%	6.1	0.4
O=C(c1ccc2c(c1)N(Cc1ccccc1F)C(=O)c1ccccc1S2(=O)=O)N1CCCCCC1	-11.9	-14.1%	4.5	/	6.1	-2.3	-0.3%	3.9	0.3
CC(=O)N1c2ccc(S(=O)(=O)N(C)CC(=O)N(Cc3ccccc3)C(C)C)cc2CC1C (centres undefined)	24.7	-7.2%	-5.2	-1.6	-7.4	1.8	1.1%	1.6	-0.6
CCN(CC)CCn1c(O)c(N=O)c2ccccc21	-4.0	-9.8%	-1.8	3.6	5.7	-9.8	0.6%	1.5	3.8
O=C(/C=C/c1cccc(Cl)c1)NCc1ccncc1	-3.2	-7.9%	4.6	13.8	-12.8	-11.6	0.7%	2.9	-0.2
Cc1ccccc1CC1(CO)CCCN(C(=O)CCC(F)(F)F)C1 (centres undefined)	3.2	-8.7%	3.2	4.7	14.1	-4.5	1.8%	4.5	-0.1
COc1ccc(-c2cc(N)n(S(=O)(=O)c3ccc(C)cc3)n2)c(OC)c1	10.4	-6.1%	/	/	13.4	-8.3	0.7%	-0.3	-0.4
COc1ccc(OC)c(NC(=O)CS(=O)(=O)Cc2nc(-c3ccc(C)cc3)oc2C)c1	-3.1	-4.0%	0.8	-7.1	2.5	-2.1	0.1%	-0.4	0.2
CC(NC(=O)Cc1ccc(Br)cc1)c1ccccc1 (centres undefined)	11.1	-3.6%	0.9	1.9	1.7	0.8	0.6%	0.4	-0.4
O=[N+]([O-])c1cnccc1Nc1ccc(F)cc1	3.8	-0.7%	-6.5	3.6	-1.6	27.1	0.1%	-2.0	-0.5
CCNC(=O)NC(=O)C(C)OC(=O)c1oc2ccc(OCC)cc2c1C (centres undefined)	4.0	-9.6%	2.9	-7.3	11.5	8.1	7.4%	0.9	-0.4
Cc1cc(C)n(-c2nc(SCC(=O)O)c3c4c(sc3n2)COC(C)(C)C4)n1	1.9	-3.9%	-7.0	21.9	1.6	21.5	20.2%	1.7	0.6
CCCC1Cc2[nH]c(=O)c(C#N)cc2CO1 (centres undefined)	2.1	4.2%	2.4	-13.1	12.1	-4.1	-0.5%	1.8	0.6
Cc1nc(N2CCOCC2)c2c(C)c(C(=O)Nc3ccccc3C(F)(F)F)sc2n1	1.8	-19.0%	3.1	8.3	-8.4	7.2	8.0%	-3.7	0.2
Cc1cc(C)cc(NC(=O)c2sc3nc(C)cc(C)c3c2N)c1	3.1	66.9%[activator]	1.8	0.9	-1.2	0.4	7.8%	4.4	-0.9
